Rat MKP-3 inhibitors: MKP-3 phosphatase inhibitors, primary screen, biochemical, rat enzyme, in vitro (AID 425); recombinant MKP-3 phosphatase activity, fluorescence; higher % means a stronger effect; inhibition, % at 20 µM, or IC50 in µM where a hit was titrated; 110,000 compounds, 0.17% hits; in the data active means inhibition above about 50%;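 further: plate controls were vehicle for no effect and reference inhibitor for full effect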
Hsp70 inhibitors: Hsp70 inhibitors, probe displacement, primary screen, biochemical, fluorescence polarization (AID 583) | Heat shock 70 kDa protein 1A (Homo sapiens) | Hsp70 fluorescence polarization probe displacement, mP; higher % means a stronger effect | one-dose displacement, % at 20 µM; IC50 in µM for titrated hits | 140,000 compounds, 0.06% hits; in the data active means displacement above about 50%;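 further: plate controls were vehicle for no effect and reference ligand for full effect; a part of the inactive calls stands beside numbers as strong as those of hits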
Starred values were filed as active, the others as inactive; nt = no result given; & = joins results of further samples. This is a subset; rates above refer to the full screens.

Fields – Rat MKP-3 inhibitors, Hsp70 inhibitors
> COc1ccc(C(=O)Nn2c(SCC(=O)NCc3ccccc3)nc3ccccc3c2=O)cc1
  nt, -8.2%
> O=C(c1cnn2c1NC(c1cccs1)CC2C(F)(F)F)N1CCN(C(c2ccccc2)c2ccccc2)CC1 (stereo not drawn)
  2%, 4.0%
> COc1ccc(CCNC(=O)NC2CCCCC2)cc1
  nt, 9.2%
> Cc1cccc(NC(=O)c2cc3ccccc3c(=O)o2)n1
  3%, -3.7%
> CCCC(=O)NC(c1ccc(Cl)cc1)c1ccc2cccnc2c1O (stereo not drawn)
  5%, 4.9%
> CC(=O)c1ccc(OCC(O)CN2CCN(Cc3ccccc3)CC2)cc1 (stereo not drawn)
  -8%, 1.5%
> O=C(NC(C(=O)c1ccccc1)N1CCOCC1)c1cccs1 (stereo not drawn)
  -6%, -0.6%
> COc1cccc(C2Nc3ccccc3NC3=C2C(=O)CC(c2ccccc2Cl)C3)c1OC (stereo not drawn)
  2%, 3.2%
> O=C(NCc1ccco1)c1cc(-c2ccc(F)cc2)on1
  5%, 3.9%
> COc1cc2[nH]c(=O)n(CCC(=O)NCc3cccnc3)c(=O)c2cc1OC
  -6%, -0.7%
> CC(C)OCCCNC(=O)C1CC(=O)N(C2CCCCCCC2)C1 (stereo not drawn)
  4%, 5.7%
> COc1cccc(CNC(=O)C2CCN(S(=O)(=O)N3CCCCC3)CC2)c1
  -2%, -6.8%
> O=C(O)CCCN1C(=O)C(=O)/C(=C(/O)c2ccccc2)C1c1cccc([N+](=O)[O-])c1 (stereo not drawn)
  3%, 0.5%
> COc1cc(NC(=O)CCCOc2ccc(Cl)cc2Cl)c(OC)cc1Cl
  0%, 2.3%
> CCCOC(=O)c1ccc2c(c1)C(=O)N(c1ccccc1)C2=O
  -1%, -1.1%
> O=C(COc1ccc(-c2ccccc2)cc1)NCc1ccco1
  2%, 0.7%
> O=C(CSc1nnc(CNC(=O)c2ccccc2F)o1)Nc1ccc2c(c1)OCCO2
  1%, nt
> CCCc1cc(N2CCCC(C(=O)NCC)C2)n2ncnc2n1 (stereo not drawn)
  3%, 1.4%
> COc1ccccc1CNC(=O)c1cccc(F)c1
  -2%, 3.8%
> COC(=O)c1ccc(Cn2c(CN3CCOCC3)nc3ccccc3c2=O)o1
  -12%, -0.3%

Ordered by length of the SMILES (falling): part of the list above.
Fields – Rat MKP-3 inhibitors, Hsp70 inhibitors
> COc1cccc(C2Nc3ccccc3NC3=C2C(=O)CC(c2ccccc2Cl)C3)c1OC (stereo not drawn)
  2%, 3.2%
> COc1cc2[nH]c(=O)n(CCC(=O)NCc3cccnc3)c(=O)c2cc1OC
  -6%, -0.7%
> COC(=O)c1ccc(Cn2c(CN3CCOCC3)nc3ccccc3c2=O)o1
  -12%, -0.3%
> O=C(NCc1ccco1)c1cc(-c2ccc(F)cc2)on1
  5%, 3.9%
> COc1ccc(CCNC(=O)NC2CCCCC2)cc1
  nt, 9.2%

Later entries.
Fields – Rat MKP-3 inhibitors, Hsp70 inhibitors
> Cc1cccc(-n2c(SCC(=O)N3CCCC3)nnc2-c2ccccn2)c1C
  -14%, 4.8%
> CCn1cc(C(=O)N2CC(C)CC(C)C2)c(=O)c2cc(S(=O)(=O)N(C)C)ccc21 (stereo not drawn)
  -5%, 1.2%
> Cc1ccc2cc(C(c3nnnn3CC3CCCO3)N3CCCC4(CCCCC4)C3)c(=O)[nH]c2c1 (stereo not drawn)
  2%, -21%
> Clc1ccc(N2CCN(/N=C/c3ccc(Cl)cc3Cl)CC2)cc1
  3%, -3.5%
> CCn1c(=O)c(-[n+]2ccccc2)c(O)c2ccccc21
  -3%, 5.8%
> CCCC(=O)C1=C(O)C(C(=O)OC)C(C)(C)CC1=Nc1cccc2ccccc12 (stereo not drawn)
  -6%, -0.4%&3.6%
> Cn1cccc1Cc1nnc(SCC(=O)N2CCCCCC2)n1-c1ccc(F)cc1
  -2%, -3.3%
> Cc1c(OCC(=O)OC(C)(C)C)ccc2c(-c3ccccc3)cc(=O)oc12
  4%, 0.0%
> CCCCc1nnc(NC(=O)CSc2nc(=O)cc(N)n2-c2cccc(C)c2)s1
  nt, -3.0%
> Cc1ccc(S(=O)(=O)/N=C(\N)Nc2nc(C)c3ccccc3n2)cc1
  1%, 1.0%
> N#Cc1c2c(c(N3CCN(c4ccccn4)CC3)n3c1nc1ccccc13)CCC2
  -2%&1%, 3.0%&-4.7%
> O=C(O)c1ccc(OC(F)(F)C(F)C(F)(F)F)cc1 (stereo not drawn)
  0%, -4.8%
> Cc1cc2cc(CN(C(=O)C3CC3)C3CCCC3)c3nnnn3c2cc1C
  0%, 9.7%
> O=C(Nc1ccccc1)Nc1nnc(CSCc2ccccc2F)s1
  1%, 1.6%
> CCCS(=O)(=O)N1CCN(C(=O)COc2ccc(-c3ccccc3)cc2)CC1
  -2%, -9.3%
> CC(C)c1ccc(C2CC(=O)Nc3c2ccc2ccccc32)cc1 (stereo not drawn)
  0%, -4.6%
> CC(NC(=O)/C(C#N)=C/c1ccc(Cl)c(Cl)c1)c1ccccc1 (stereo not drawn)
  3%, -0.3%
> Cc1cccn2c(=O)c3cc(C(N)=S)c(=N)n(CCCOC(C)C)c3nc12
  4%, -0.6%
> Cc1oc(-c2ccc(Cl)cc2)nc1CN1CCC(C(=O)N2CCc3ccccc3C2)CC1
  -2%, 7.5%
> Cc1ccc(C2CC(c3ccccc3Cl)n3nc(N)nc3N2)cc1 (stereo not drawn)
  0%, -3.9%
> CCN1CCN(C(=O)c2ccc(Cn3c(=O)[nH]c4cc(OC)c(OC)cc4c3=O)cc2)CC1
  nt, 1.1%
> CCn1cc(C(=O)N2CCN(Cc3ccc4c(c3)OCO4)CC2)c2cc(OC)c(OC)cc2c1=O
  5%, nt
> Cc1nc2cc(C(=O)O)ccc2n1-c1ccc(F)cc1F
  -5%, 0.8%
> CCc1ccc(NC(=O)c2sccc2-n2cccc2)cc1
  nt, -6.1%
> CCn1c(C)c(CCC(=O)O)c(=O)n2nc(-c3ccccc3OC)cc12
  -6%, 8.4%
> CN(CCOc1ccc(Cl)cc1)c1ccc(S(=O)(=O)N2CCCCC2)cn1
  -6%, -2.8%
> N/C(=N\OC(=O)Cc1ccc(Cl)cc1)c1ccncc1
  5%, -2.7%
> O=C(COc1ccc(Br)cc1)Nc1cccc(NC(=O)c2ccccc2Cl)c1
  3%, -2.1%
> COc1ccc2ccc3c(c2c1)N=C[C@]1(O3)N(C)c2ccccc2C1(C)C
  nt, -2.1%
> CCN(CC)CCNC(=O)CS(=O)Cc1nc(-c2ccc(Cl)cc2)oc1C (stereo not drawn)
  -4%, 8.2%
> CCNC(=O)NC(=O)COC(=O)CCCSc1nc2ccccc2[nH]1
  -7%, -0.8%
> O=C(Nc1ccccc1C(=O)Nc1ccncc1)c1cccs1
  2%, 0.1%
> COCCNC(=O)c1nc2c(nnn2Cc2cc(C)ccc2C)c(=O)[nH]1
  nt, 8.1%
> COc1ccc2c(c1)c1ccccc1n2C
  -5%, 4.1%
> Nc1nnc(SCc2cccnc2)s1
  -6%, 6.5%
> COc1ccc(-c2cc(O)c3c(C)oc(C)c3c(=O)c2)cc1OC
  4%, 12%
> O=C(NC(=S)Nc1ccc(Cl)cc1)c1ccc([N+](=O)[O-])cc1
  -1%, 4.8%
> Cc1cc(C)cc(NC(=O)NCc2nnc(SCc3ccccc3)n2C)c1
  -2%, 13%
> O=C(Cn1nc(C(F)(F)F)c2c1CCCC2)NCCN1CCOCC1
  0%, 0.8%
> O=C(c1cc2ccccc2oc1=O)N(Cc1ccc2c(c1)OCO2)Cc1ccco1
  -5%, -2.2%

Record cards, from the list above:
`Nc1nnc(SCc2cccnc2)s1` as listed: Rat MKP-3 inhibitors = -6%; Hsp70 inhibitors = 6.5%
`COc1ccccc1CNC(=O)c1cccc(F)c1` as listed: Rat MKP-3 inhibitors = -2%; Hsp70 inhibitors = 3.8%

Next part
Fields – Rat MKP-3 inhibitors, Hsp70 inhibitors
> CCn1c(C)nc2cc(C(=O)NNS(=O)(=O)c3c(C)c(C)cc(C)c3C)ccc21
  nt, 4.3%
> N#Cc1ccc(Oc2ccc(C(N)=O)cc2)cc1C#N
  2%, 0.8%
> CS(=O)(=O)N1CCC(C(=O)NCc2ccco2)CC1
  -1%, 8.1%
> Clc1ccccc1CN1CCN(N=Cc2ccccc2)CC1
  1%, 0.7%
> Cc1cc(NC(=O)c2ccc(I)cc2)ccc1NC(=O)c1ccccc1
  1%, -2.5%
> O=C(Nc1ccc(S(=O)(=O)N2CCCC2)cc1)c1ccc(Cl)cc1Cl
  1%, -1.1%
> Cc1ccc(C(=O)c2sc3nc(C)cc(C)c3c2N)c(C)c1
  2%, -0.6%
> CC(C)Oc1ccc(NC(=O)CSc2nc3ccccc3s2)cc1
  0%, -3.0%
> CCCn1c(=NC(=O)c2ccncc2)c(C(=O)OCC)cc2c(=O)n3cccc(C)c3nc21
  -2%, -3.0%
> Cc1ccc(Cl)cc1NC(=O)c1ccccc1C(F)(F)F
  1%, -7.7%
> O=C(Nc1nccs1)C1C2/C=C\CCCCC21 (stereo not drawn)
  -10%, 1.9%
> CCCc1nc2c(=O)n(C)c(=O)[nH]c2n1CCC
  nt, 19%
> O=C(NCCNc1ccc([N+](=O)[O-])cc1)c1cccc(Br)c1
  6%, -0.9%
> CCOC(=O)c1c(N)sc2c1CCC1C(=O)N(C3CCCCC3)C(=O)C21 (stereo not drawn)
  -2%, -2.1%
> Cc1cccc(NC(=S)NC(=O)/C=C/c2ccco2)n1
  nt, -2.6%
> CCCCCCCCOC(=O)c1ccc(N)cc1
  nt, 4.4%
> COc1cc(/C=N/N2C(=O)c3ccccc3C2=O)ccc1OCc1ccc(F)cc1
  2%, -6.7%
> Cc1ccc2oc(-c3ccccc3N)nc2c1
  1%, 5.2%
> CN(C)CCCNC(=O)N1CCOCC1
  1%, -2.5%
> CCCn1c(N)c(C(=O)CSc2nnc(Cc3ccccc3)o2)c(=O)n(C)c1=O
  -2%, 2.1%
> CC(=O)OC(C)(C)C#CCN1CCCC1
  nt, -6.2%
> O=c1[nH]c(CSc2ncc(-c3ccc(F)cc3)n2Cc2ccco2)nc2ccccc12
  7%, 2.7%
> CCOc1ccc(N(CC(=O)OC)S(=O)(=O)c2c(C)noc2C)cc1
  4%, 3.5%
> O=C(Nc1cc(S(=O)(=O)N2CCOCC2)ccc1O)c1ccco1
  nt, 0.4%
> NCCc1nnc(SCc2ccccc2)o1
  -10%, -1.0%
> CC(=O)NCCOc1c(C)cc(S(N)(=O)=O)cc1C
  -11%, 4.3%
> COCCCNC(=O)c1ccc(I)cc1
  2%, -3.1%
> CCCCCCCc1c(C#N)c(N)[nH]c(=S)c1C#N
  4%, 3.8%
> CCOc1ccccc1NC(=O)CCC(=O)Nc1ccc2nc(N3CCN(C)CC3)cc(C)c2c1
  7%, 2.3%
> COc1ccc(Cn2nnnc2C(c2cc3cc(C)cc(C)c3[nH]c2=O)N2CCOCC2)cc1 (stereo not drawn)
  -5%, 1.0%
> O=C(NCCOc1ccccc1)c1n[nH]c(=O)c2ccccc12
  -6%, 0.6%
> c1ccc(-c2nnc(CSc3nnc(-c4ccncc4)n3Cc3ccco3)o2)cc1
  2%, -3.5%
> O=C(CSc1nnc2ccccn12)c1ccccc1
  -7%, 4.3%
> CN(Cc1ccccc1)C(=O)c1cccc(NC(=O)c2ccco2)c1
  -9%, -0.4%
> O=C(c1ccc(COc2c(F)c(F)c(F)c(F)c2F)o1)N1CCN(Cc2ccc3c(c2)OCO3)CC1
  nt, 4.2%
> O=C(O)c1cc(NC(=O)c2ccc(I)cc2)cc(C(=O)O)c1
  3%, -0.6%
> CC(C)C(=O)N1CCN(c2ccc(F)cc2)CC1
  1%, 2.3%
> COC(=O)C1=NNC2C(=O)N(Cc3ccccc3)C(=O)C12 (stereo not drawn)
  0%, -3.9%
> Cc1ccc(C2=CSC3=NCCN23)c(C)c1
  -2%, -1.1%
> CCCn1c(NCc2c[nH]c3ccccc23)nc2ccccc21
  nt, -2.5%
> CCC(OC(=O)c1nsc(Cl)c1Cl)C(=O)NCc1ccco1 (stereo not drawn)
  -8%, -0.5%
> CCC(=O)NC(O)C(=O)c1ccc(C)cc1 (stereo not drawn)
  nt, -0.5%
> c1ccc2sc(SCSc3nc4ccccc4s3)nc2c1
  -1%, -0.8%
> CCOC(=O)COc1cc(C)c2c(=O)c(-c3nc(C)cs3)coc2c1
  -2%, 0.9%
> COc1ccc(NC(=O)CN(c2c(C)n(C)n(-c3ccccc3)c2=O)S(=O)(=O)c2ccccc2)cc1
  -5%, 0.2%
> CCSc1ncc(C#N)c(=O)[nH]1
  -3%, -1.5%
> COCc1cc(=O)n2[nH]c(-c3ccc(Br)cc3)cc2n1
  -2%, 10%
> CC(OC(=O)c1nn(C)c(=O)c2ccccc12)C(=O)NCc1ccc2c(c1)OCO2 (stereo not drawn)
  -2%, -2.5%
> Cc1nn(Cc2ccc(C(=O)Nc3ccc(Br)c4cccnc34)o2)c(C)c1Br
  nt, 0.9%
> COC(=O)c1ccc(/C=C2\C(=O)NC(=O)N(c3cc(C)cc(C)c3)C2=O)cc1
  3%, -0.5%
> COc1ccc(OC)c(C(=O)c2coc3ccc(O)c(CN(C)C)c23)c1
  -2%, 2.2%
> CCOC(=O)C(CCCOc1ccccc1F)C(=O)OCC
  1%, 0.7%
